OX1R antag-1: blocks the human orexin 1 receptor; O43613; CHO/OX1R cells, Fluo-8 calcium fluorescence, orexin A; inhibition, % at 5 µM; actives 0.43% (n = 330,000); AID 434989;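 active = inhibition above its plate's threshold, mean inhibition of all tested compounds on the plate plus 3 SD, cut at about 37% in these data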;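 note: 0% = orexin A challenge wells and 100% = SB-334867-A antagonist wells; not every result past the cut was called active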
Target sequence (O43613 whole entry, looked up): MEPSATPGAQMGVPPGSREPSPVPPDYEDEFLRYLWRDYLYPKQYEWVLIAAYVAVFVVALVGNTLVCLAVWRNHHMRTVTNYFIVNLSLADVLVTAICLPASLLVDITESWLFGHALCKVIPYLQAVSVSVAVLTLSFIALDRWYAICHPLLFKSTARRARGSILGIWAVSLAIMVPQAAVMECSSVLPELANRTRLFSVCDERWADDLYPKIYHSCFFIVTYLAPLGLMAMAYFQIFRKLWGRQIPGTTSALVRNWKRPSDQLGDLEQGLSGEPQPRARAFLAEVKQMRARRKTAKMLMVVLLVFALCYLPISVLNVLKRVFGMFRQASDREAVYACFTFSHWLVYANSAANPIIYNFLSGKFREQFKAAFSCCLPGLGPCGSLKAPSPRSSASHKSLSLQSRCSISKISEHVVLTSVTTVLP
OX1R antag-2: blocks the human orexin 1 receptor; actives 1.8% (n = 330,000); inhibition, % at 6.6 µM; AID 485270; O43613; OX1R-expressing cells, FRET antagonist read-out; in the data active = inhibition mostly above about 38%, no sharp cut-off; inactive = mostly below about 40%;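 note: 0% = agonist challenge alone and 100% = reference antagonist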
The depositor's hits bear a star. Compounds were not picked by outcome. About 2.1% of those tested had a hit in this group.

`COC(=O)C1=C(C)N(C)C(=O)NC1c1cc(Cl)c(O)c(OC)c1` (centres undefined) gave OX1R antag-1 -2 and OX1R antag-2 15.
For COc1ccc2nc3ccccc3nc2c1NC(=O)c1ccc(Br)cc1 the results were OX1R antag-1 -27 and OX1R antag-2 26.
Screening COc1ccc(CC(CC(=O)O)C(=O)Nc2ccccc2)cc1 (centres undefined) returned OX1R antag-1 -6 and OX1R antag-2 19.
`CCCC(=O)NC(c1ccccc1OC)c1ccc2cccnc2c1O` (centres undefined) gave OX1R antag-1 -29 and OX1R antag-2 15.
`Cc1ccc(NC(=O)C2COc3ccccc3O2)cc1S(=O)(=O)N1CCOCC1` (centres undefined) gave OX1R antag-1 -24 and OX1R antag-2 7.
`Cc1ccc(S(=O)(=O)NC2CCCCC2)c2nsnc12` gave OX1R antag-1 -30 and OX1R antag-2 21.
Screening CCCCCNC(=O)Cc1ccc(OC)cc1 returned OX1R antag-1 -27 and OX1R antag-2 7.
For CCOc1ccccc1/C=N/Nc1ccccc1[N+](=O)[O-] the results were OX1R antag-1 -4 and OX1R antag-2 6.
For O=C(COC(=O)/C=C/c1ccccc1)NC1CCCC1 the results were OX1R antag-1 -3 and OX1R antag-2 4.
COc1ccc(C(=O)NCC(=O)NCC(c2ccco2)N(C)C)cc1OC (centres undefined) was read as OX1R antag-1 -8 and OX1R antag-2 4.
Screening Cc1ccc(NC(C)c2cc(Cl)ccc2O)cc1 (centres undefined) returned OX1R antag-1 -29 and OX1R antag-2 1.
Screening Cc1ccc(NC(=O)CCCc2nc3ccccc3c(=O)[nH]2)c(Cl)c1 returned OX1R antag-1 -21 and OX1R antag-2 5.
Screening O=C(NCC(c1cccs1)N1CCOCC1)c1ccccc1NS(=O)(=O)c1cccc([N+](=O)[O-])c1 (centres undefined) returned OX1R antag-1 -28 and OX1R antag-2 35.
Screening CC(C)(C)c1ccc(C(=O)NNC(=S)NCc2ccco2)cc1 returned OX1R antag-1 -11 and OX1R antag-2 2.
For CS(=O)(=O)N1CCC(C(=O)NCc2ccccc2)CC1 the results were OX1R antag-1 4 and OX1R antag-2 15.
Screening CCOC(=O)N1CCN(c2cc(=O)n(-c3ccc(C)cc3)c(=O)[nH]2)CC1 returned OX1R antag-1 1 and OX1R antag-2 3.
`CN(C1=C(N2CCOCC2)C(=O)c2ccccc2C1=O)c1ccccc1` gave OX1R antag-1 -28 and OX1R antag-2 28.
Screening CCOc1ccc(S(=O)(=O)N2CCCCC2)cc1NS(=O)(=O)c1cccs1 returned OX1R antag-1 -8 and OX1R antag-2 3.
`COCCNC(=O)CCC1CCN(Cc2cccc(Oc3ccccc3)c2)CC1` gave OX1R antag-1 -19 and OX1R antag-2 3.
For COc1ccc(C2=NN(CN3C(=O)C(=O)c4ccccc43)C(c3ccc(Br)cc3)C2)cc1 (centres undefined) the results were OX1R antag-1 -19 and OX1R antag-2 8.

In the list so far, 2 contain four or more nitrogen atoms.
Screening O=C(NCC(c1cccs1)N1CCOCC1)c1ccccc1NS(=O)(=O)c1cccc([N+](=O)[O-])c1 (centres undefined) returned OX1R antag-1 -28 and OX1R antag-2 35.
Screening CCOC(=O)N1CCN(c2cc(=O)n(-c3ccc(C)cc3)c(=O)[nH]2)CC1 returned OX1R antag-1 1 and OX1R antag-2 3.

(cont.)
For CCOC(=O)C(Cc1cc(C(C)=O)ccc1OC(C)C)C(=O)OCC the results were OX1R antag-1 -19 and OX1R antag-2 13.
CCN1CCN(C(=O)c2ccccc2N(Cc2ccccc2)S(C)(=O)=O)CC1 was read as OX1R antag-1 -10 and OX1R antag-2 10.
Screening O=C(NCCCN1CCOCC1)c1ccc(Cl)s1 returned OX1R antag-1 -8 and OX1R antag-2 11.
For Cc1cccc(OCC(=O)N/N=C/c2ccc(N(C)C)cc2)c1 the results were OX1R antag-1 -20 and OX1R antag-2 20.
For O=C(CSc1nc2[nH]ncc2c(=O)n1-c1ccccc1Br)NCc1ccccc1Cl the results were OX1R antag-1 -27 and OX1R antag-2 15.
`Cc1nnc(NC(=O)CSc2ncnc3c2cnn3-c2ccccc2C)s1` gave OX1R antag-1 -21 and OX1R antag-2 5.
For COCCNC(=S)N/N=C(\C)c1ccccc1OC the results were OX1R antag-1 -9 and OX1R antag-2 0.
CC(=O)OC[C@]1(OC(C)=O)C[C@@]23CC[C@H]4[C@@](C)(CCC[C@@]4(C)C(=O)O)[C@@H]2CC[C@@H]1C3 was read as OX1R antag-1 3 and OX1R antag-2 8.
Screening CN(CC12CC3CC(CC(C3)C1)C2)C(=O)c1ccco1 returned OX1R antag-1 -10 and OX1R antag-2 3.
For CC(C)(C)c1ccc(O)c(O)c1 the results were OX1R antag-1 -17 and OX1R antag-2 -1.
For N#CC1=C(N)OC2=C(CCc3ccccc32)C1c1ccccc1Cl (centres undefined) the results were OX1R antag-1 -11 and OX1R antag-2 17.
For COc1ccc(NS(=O)(=O)c2ccc(NS(=O)(=O)c3ccc(SC)cc3)cc2)c(OC)c1 the results were OX1R antag-1 -12 and OX1R antag-2 25.
For CCn1c(SCC(=O)N2CCCC2)nc2c(c1=O)SCC2 the results were OX1R antag-1 -27 and OX1R antag-2 18.
For Cc1ccc(NC(=O)c2ncn(CC(=O)N3CCN(c4ccccn4)CC3)n2)cc1C the results were OX1R antag-1 -5 and OX1R antag-2 10.
Screening COC(=O)Cc1ccc(NC(=S)NN2CCOCC2)cc1 returned OX1R antag-1 -3 and OX1R antag-2 14.
For COc1ccc(S(=O)(=O)Nc2cc(C)cc(C)n2)c2ccccc12 the results were OX1R antag-1 -15 and OX1R antag-2 8.
CCN(C(=O)Cc1c(C(=O)O)n(C)c2ccccc12)c1ccc(F)cc1 was read as OX1R antag-1 -11 and OX1R antag-2 17.
Cc1ccc(C(=O)NCC(=O)NCC(=O)OCC(=O)c2cccs2)cc1 was read as OX1R antag-1 -1 and OX1R antag-2 16.
Screening COc1ccc(C(CNC(=O)CNC(=O)c2ccccc2Cl)N2CCCC2)cc1 (centres undefined) returned OX1R antag-1 -17 and OX1R antag-2 15.
O=C(O)Cn1c(=O)cnc2ccccc21 was read as OX1R antag-1 8 and OX1R antag-2 11.
Screening O=C(NCCCn1ccnc1)c1cn(Cc2ccc(F)cc2)nn1 returned OX1R antag-1 -8 and OX1R antag-2 14.
`Cc1ccc(C(=O)NCc2cccnc2)cc1S(=O)(=O)Nc1ccccc1` gave OX1R antag-1 -38 and OX1R antag-2 -1.
Screening CCn1c(=O)n(CC)c2cc(NC(=O)c3ccccc3Cl)ccc21 returned OX1R antag-1 -17 and OX1R antag-2 11.
CN(C(=O)Cn1cnc2sccc2c1=O)C1CCCCC1 was read as OX1R antag-1 -25 and OX1R antag-2 4.
CCCC(=O)Nn1cnc2c(c1=O)C1(CCCC1)Cc1ccccc1-2 was read as OX1R antag-1 -14 and OX1R antag-2 10.
Screening O=C(NCCCN1CCN(c2ccc(F)cc2)CC1)c1cccc(N2CCCC2=O)c1 returned OX1R antag-1 -8 and OX1R antag-2 31.
COc1ccc2[nH]c(=O)c(CN(c3ccc(C)c(C)c3)S(C)(=O)=O)cc2c1 was read as OX1R antag-1 -34 and OX1R antag-2 29.
NC(=O)c1sc2nc(-c3ccccc3)c3c(c2c1N)CCCC3 was read as OX1R antag-1 -29 and OX1R antag-2 5.
C=CCSC1=Nc2sccc2C2=NC(=O)CN12 was read as OX1R antag-1 -8 and OX1R antag-2 28.
`CCOCCn1c(COc2ccccc2)nc2ccccc21` gave OX1R antag-1 -23 and OX1R antag-2 32.
Screening CCOc1ccccc1N1CCN(C(=O)c2ccc(NS(=O)(=O)c3ccc4[nH]c(=O)[nH]c4c3)cc2)CC1 returned OX1R antag-1 2 and OX1R antag-2 11.
Cc1cccc(C)c1OCC(O)CNC(C)C (centres undefined) was read as OX1R antag-1 -14 and OX1R antag-2 8.
COc1ccc(C(=O)O)cc1NC(=S)NC(=O)CSc1ccc(Cl)cc1 was read as OX1R antag-1 12 and OX1R antag-2 29.
For COC(=O)c1ccc(OCC(=O)NCCC2=CCCCC2)c(OC)c1 the results were OX1R antag-1 -12 and OX1R antag-2 16.
Screening CN(CC(=O)Nc1cccc(F)c1)C(=O)c1cc(S(=O)(=O)N2CCCCC2)ccc1N1CCOCC1 returned OX1R antag-1 -31 and OX1R antag-2 7.
COc1ccc(-c2sc3ccccc3c2C#CCCO)cc1 was read as OX1R antag-1 -8 and OX1R antag-2 7.
Screening Cc1ccc(-c2nnc(SCC(=O)Nc3ccc4c(c3)oc3ccccc34)n2C)c(Cl)c1 returned OX1R antag-1 -10 and OX1R antag-2 7.
For CCN(CC)CCOc1ccc(Br)cc1 the results were OX1R antag-1 -5 and OX1R antag-2 3.
For COc1ccccc1-n1cnc2cc(NS(=O)(=O)c3ccccc3)ccc21 the results were OX1R antag-1 13 and OX1R antag-2 27.
For Cc1ccc(C2(C)NC(=O)N(Cc3c(C)noc3C)C2=O)cc1 (centres undefined) the results were OX1R antag-1 -15 and OX1R antag-2 2.

At a glance, 5 of the compounds above.
NC(=O)c1sc2nc(-c3ccccc3)c3c(c2c1N)CCCC3 was read as OX1R antag-1 -29 and OX1R antag-2 5.
C=CCSC1=Nc2sccc2C2=NC(=O)CN12 was read as OX1R antag-1 -8 and OX1R antag-2 28.
`CCOCCn1c(COc2ccccc2)nc2ccccc21` gave OX1R antag-1 -23 and OX1R antag-2 32.
Screening CCOc1ccccc1N1CCN(C(=O)c2ccc(NS(=O)(=O)c3ccc4[nH]c(=O)[nH]c4c3)cc2)CC1 returned OX1R antag-1 2 and OX1R antag-2 11.
Cc1cccc(C)c1OCC(O)CNC(C)C (centres undefined) was read as OX1R antag-1 -14 and OX1R antag-2 8.

Additional structures
Screening Cc1cccc(-n2c(SCc3cc(=O)n4ccsc4n3)nc3ccccc32)c1 returned OX1R antag-1 -16 and OX1R antag-2 27.
`CCOC(=O)Nc1ccc(C(=O)NCC2CCCO2)cc1` (centres undefined) gave OX1R antag-1 -17 and OX1R antag-2 27.
Screening Cc1cc(/C=C(\C#N)C(=O)Nc2ccc(F)cc2)c(C)n1-c1ccc(N2CCOCC2)c([N+](=O)[O-])c1 returned OX1R antag-1 -21 and OX1R antag-2 10.
`COc1ccc(NC(=O)N2CCCC2C(=O)NC23CC4CC(CC(C4)C2)C3)cc1` (centres undefined) gave OX1R antag-1 10 and OX1R antag-2 9.
Screening CC(C)(C)OC(=O)C[C@@H]1C/C=C\C[C@H](CC(=O)NCCO)C(=O)NC[C@H](c2ccccc2)OC1=O returned OX1R antag-1 0 and OX1R antag-2 2.
COc1cc(C(=O)NC(=S)Nc2ccc(Cl)cn2)cc(OC)c1OC was read as OX1R antag-1 -16 and OX1R antag-2 1.
O=C(OCC(=O)N(CCc1ccccc1)Cc1ccccc1)c1cccc(O)c1 was read as OX1R antag-1 -6 and OX1R antag-2 11.
C/C(=N\OCC(=O)Nc1ccc(Br)cc1)c1cccs1 was read as OX1R antag-1 -5 and OX1R antag-2 25.
OCCN1CCN(CCOc2ccccc2-c2ccccc2)CC1 was read as OX1R antag-1 -5 and OX1R antag-2 19.
For O=c1cc(N2CCOCC2)[nH]c(=O)n1-c1ccc(Br)cc1 the results were OX1R antag-1 -10 and OX1R antag-2 8.
`CN(C(=O)CSc1nnc(-c2ccccc2)n1C)C1CCS(=O)(=O)C1` (centres undefined) gave OX1R antag-1 -7 and OX1R antag-2 15.
CC(C(=O)Nc1ccc(N(C)C)cc1)N1C(=O)c2ccccc2S1(=O)=O (centres undefined) was read as OX1R antag-1 -17 and OX1R antag-2 2.
`COc1ccc(S(=O)(=O)N2CC(=O)Nc3ccccc32)cc1Cl` gave OX1R antag-1 -12 and OX1R antag-2 28.
`CC#CC[N+](C)(C)CCCCCCCCCCCC` gave OX1R antag-1 -28 and OX1R antag-2 14.
Cc1cccc2nc(-c3ccco3)c(Nc3ccc4c(c3)OCCO4)n12 was read as OX1R antag-1 -32 and OX1R antag-2 17.
For CCOC(=O)Cc1c(C)[nH]c(=S)[nH]c1=O the results were OX1R antag-1 -13 and OX1R antag-2 6.
OC(CNCCCN1CCCCC1)COc1ccccc1 (centres undefined) was read as OX1R antag-1 -19 and OX1R antag-2 7.
Cc1ccc(N(CC(=O)N2CCN(C3CCCCC3)CC2)S(=O)(=O)c2cccnc2)cc1 was read as OX1R antag-1 -22 and OX1R antag-2 13.
Screening COc1cc(OC)cc(C(=O)NNC(=O)c2ccccn2)c1 returned OX1R antag-1 -13 and OX1R antag-2 5.
`Cc1ccc(NC(=O)C2CCN(S(=O)(=O)c3ccc4c(c3)CCCC(=O)N4)CC2)cc1N(C)C` gave OX1R antag-1 -23 and OX1R antag-2 4.

Next section; the last two above are carried over.
Screening COc1cc(OC)cc(C(=O)NNC(=O)c2ccccn2)c1 returned OX1R antag-1 -13 and OX1R antag-2 5.
`Cc1ccc(NC(=O)C2CCN(S(=O)(=O)c3ccc4c(c3)CCCC(=O)N4)CC2)cc1N(C)C` gave OX1R antag-1 -23 and OX1R antag-2 4.
`COc1cccc(/C=N/n2c(C3CCCCC3)n[nH]c2=S)c1OC` gave OX1R antag-1 -34 and OX1R antag-2 -4.
Screening COc1cccc(N2CCN(C(=O)C3C4C=CC5(CN(Cc6ccccc6Cl)C(=O)C35)O4)CC2)c1 (centres undefined) returned OX1R antag-1 -5 and OX1R antag-2 13.
Screening CCOC(=O)c1cccc(NC(=O)c2ccc(-n3cnnn3)cc2)c1 returned OX1R antag-1 5 and OX1R antag-2 14.
CC(C)CC(NC(N)=O)C(=O)NCCc1ccc(Cl)cc1Cl (centres undefined) was read as OX1R antag-1 -12 and OX1R antag-2 10.
COc1ccccc1N1C(=O)c2cccc3cccc(c23)C1=O was read as OX1R antag-1 -15 and OX1R antag-2 10.
For O=C(c1ccccc1[N+](=O)[O-])N(CCc1ccccc1)Cc1ccccc1 the results were OX1R antag-1 -23 and OX1R antag-2 13.
Screening CNc1[nH]ncc1[N+](=O)[O-] returned OX1R antag-1 2 and OX1R antag-2 23.
`O=C(CC1Sc2ncnn2C1=O)Nc1ccccc1` (centres undefined) gave OX1R antag-1 -29 and OX1R antag-2 9.

Bioassay records deposited in PubChem BioAssay by The Scripps Research Institute Molecular Screening Center.
